Compound activity from PubChem.
GlmU inhibition: inhibition of mycobacterial GlmU enzyme – biochemical, glucosamine-1-phosphate acetyltransferase (AID 1376); M. tuberculosis GlmU acetyltransferase enzyme assay; higher % means a stronger effect; inhibition, %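 (tested at 30 µM in the primary screen)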; hits with a dose series show IC50 in µM; 0.25% of 220,000 active; in the data active = inhibition above about 13%; inconclusive = no clear call, values can overlap the other calls;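 note: 0% = complete reaction with vehicle and 100% = reaction without substrate; strong numbers were not always called active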
Mtb RmlCD inh: M. tuberculosis RmlC/RmlD inhibition; P9WH09+P9WH11; RmlC+RmlD coupled enzyme assay, percent inhibition; primary screen in compound mixtures; inhibition, % at 3.6 µM; 0.03% of 160,000 active; AID 1533; in the data active = inhibition mostly above about 34%, no sharp cut-off; inconclusive = no clear call, values can overlap the other calls; inactive = mostly below about 22%; note: some results filed as inactive read as strong as hits
Target sequence (P9WH09 whole entry, looked up): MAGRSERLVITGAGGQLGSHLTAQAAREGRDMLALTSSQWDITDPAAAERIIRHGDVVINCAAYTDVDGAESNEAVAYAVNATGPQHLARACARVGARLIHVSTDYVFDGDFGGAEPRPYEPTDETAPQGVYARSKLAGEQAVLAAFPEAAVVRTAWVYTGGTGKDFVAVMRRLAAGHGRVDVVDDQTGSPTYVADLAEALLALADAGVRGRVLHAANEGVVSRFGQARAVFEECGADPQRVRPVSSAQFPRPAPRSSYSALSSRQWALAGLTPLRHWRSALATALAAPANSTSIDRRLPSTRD
Target sequence (P9WH11 whole entry, looked up): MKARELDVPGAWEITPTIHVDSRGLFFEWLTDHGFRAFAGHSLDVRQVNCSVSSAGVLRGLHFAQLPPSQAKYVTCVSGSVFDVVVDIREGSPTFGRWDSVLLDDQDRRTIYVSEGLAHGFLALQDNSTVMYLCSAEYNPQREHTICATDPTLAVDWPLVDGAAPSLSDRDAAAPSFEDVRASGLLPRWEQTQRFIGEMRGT
* hit, by the source's call; ? = inconclusive; . = no result given. Only part of the results is shown; the hit share may differ from the screen's.

SMILES	GlmU inhibition	Mtb RmlCD inh
O=C(c1cccc2ccccc12)N1CCN(c2ccc([N+](=O)[O-])c(NCc3ccco3)c2)CC1	-6.2%	0.7
CCCCC(=O)NC(=S)Nc1ccc(S(=O)(=O)N2CCCC2)cc1	6.3%	-8.2
CCOC(=O)c1ccc(NC(=O)N2CCN(C3CCCCC3)CC2)cc1	-6.0%	.
CC(C)NCc1nnc(-c2ccc(Cl)cc2)o1	6.6%	6.4
Cc1cc(C)n(CCOc2nonc2N)n1	4.9%	6.3
O=C(CN1CCC(Cc2ccccc2)CC1)Nc1ccc2c(c1)OCCO2	-0.2%	.
CC(C)C(=O)Nc1cccnc1	1.4%	.
N#Cc1c(NC(=O)CCC(=O)O)sc2c1CCCCC2	1.0%	-8.8
CC(C)C[C@H](NC(=O)c1nc[nH]c1C(=O)N1CCC(C)CC1)C(=O)OCc1ccccc1	3.2%	.
COc1ccc(-n2c(SCC3CNC(=O)O3)nnc2-c2ccc(Cl)cc2)cc1 (stereo unspecified)	0.8%	-13.0
O=C(c1cccc(C(F)(F)F)c1)c1c[nH]c(C(=O)NCC2CCCO2)c1 (stereo unspecified)	-4.9%	4.7
O=C(NNS(=O)(=O)c1ccc(Br)cc1)NC1CCCCC1	2.7%	.
COCc1cc(C)nc(N2CCN(c3ccccc3)CC2)c1C#N	1.9%	.
Cc1cc2n(n1)C(c1ccc3c(c1)OCO3)Nc1ccccc1-2 (stereo unspecified)	4.8%	-7.3
CCOc1ccc2[nH]c(=O)c(CN(CC3CCCN3CC)C(=O)NCc3ccccc3)cc2c1 (stereo unspecified)	-6.8%	-1.0
COCCNC(=O)c1ccc2c(=O)n(CCOC)c(=O)[nH]c2c1	1.3%	-10.0
O=C(O)C1CC(=O)N(C2CCCCC2)C1c1ccccc1 (stereo unspecified)	-4.8%	4.2
Cc1[nH]c(=O)[nH]c(=O)c1NC(=O)c1cccs1	-2.6%	-5.7
COc1ccc(/C=C/C(=O)NC(C)C)cc1Br	1.9%	4.9
Cc1cccc(N(CC(O)CN(C)C)S(=O)(=O)c2ccccc2)c1 (stereo unspecified)	1.5%	21.6
Cc1ccc2nc(N3CCN(Cc4nnnn4Cc4ccccc4)CC3)c(C#N)cc2c1	2.4%	.
O=C(CCNC(=O)c1ccccc1Cl)Nc1nc(-c2ccc(F)cc2)cs1	-0.6%	-3.6
O=C(O)CCCNc1ccc(S(=O)(=O)Nc2ccccc2C(=O)O)cc1C(=O)O	-0.5%	-9.6
O=C(NCc1ccco1)C(=S)N1CCCCC1	-0.1%	-8.8
CCOC(=O)CSc1nnc(-c2ccc(S(=O)(=O)NCc3cccs3)cc2)o1	-5.2%	.
CCCNC(=O)C1CCN(S(=O)(=O)c2ccc3nc4c(c(C(=O)O)c3c2)CCCCC4)CC1	2.9%	1.9
COC(=O)c1[nH]c2ccccc2c1NC(=O)c1ccccc1[N+](=O)[O-]	-1.2%	5.9
Cc1cc(N/C=C2\CCCCC2=O)no1	?	.
CCCC(=O)n1nc(-c2cccnc2)nc1N	0.6%	4.8
COCCNc1nc(N)c([N+](=O)[O-])c(NCCO)n1	-0.1%	-1.0
CCOC(=O)N1CCN(C(=O)Cn2ccc3c(OC)cccc3c2=O)CC1	-6.0%	.
COc1ccccc1/C=C/CN1CC(C)OC(C)C1 (stereo unspecified)	-5.5%	-15.9
CP(=O)(COC(=O)c1ccccc1)COC(=O)c1ccccc1	-0.1%	3.4
Cc1ccc(-c2noc(-c3cc4ccccc4oc3=O)n2)cc1	3.3%	-8.9
CCc1nn(CC(=O)NCCCN(CC)c2cccc(C)c2)c(=O)c2cc3occc3n12	-1.5%	3.9
Cc1ccc(S(=O)(=O)c2cc3c(=O)n4cccc(C)c4nc3n(CC3CCCO3)c2=N)cc1C (stereo unspecified)	-7.7%	3.0
CCc1cccc2c(N=O)c(O)[nH]c12	6.0%	-10.0
COc1ccc(C(=O)N/N=C(\C)Cn2nc([N+](=O)[O-])cc2C)cc1	0.8%	13.0
COc1ccccc1-c1nnc2n1N=C(c1ccc(O)c(O)c1)CS2	0.5%	0.1
C=CCONC(=O)c1cc(OCC(F)(F)F)ccc1OCC(F)(F)F	3.7%	17.4
Cc1ccn2cc(C(=O)Nc3nnc(C)s3)nc2c1	4.4%	9.7
CCc1nnc(NS(=O)(=O)c2ccc(NC(=S)NC(=O)c3ccncc3)cc2)s1	-5.1%	7.1
COc1ccc(/C=N/n2cnc3c([nH]c4ccc(F)cc43)c2=O)cc1CSc1ccccn1	-3.0%	-3.6
Cc1cccc(C)c1-n1c(C)cc(/C=N/NC(N)=S)c1C	-1.1%	.
O=C(Cc1ccc([N+](=O)[O-])cc1)c1ccc(O)cc1O	5.3%	13.2
Cc1nnc(SCc2nc3scc(-c4ccccc4)c3c(=O)[nH]2)s1	1.0%	3.8
O=c1c2ccccc2ncn1-c1cccc(Cl)c1	2.4%	.
O=C(c1noc2c1CCCC2)N1CCN(Cc2ccccc2)CC1	3.0%	.
O=C(c1ccc(S(=O)(=O)N2CCCCC2)cc1)N1CCCc2ccccc21	-0.3%	-9.4
Cc1ccc(NCCc2ccc(C)nc2)cc1	0.9%	.
Cc1ccc(/C=C/S(=O)(=O)N2CCC(C(=O)O)CC2)cc1	-1.7%	15.0
O=C1NC(=O)C(=Cc2coc3ccccc3c2=O)C(=O)N1	-1.7%	39.5
Fc1ccc(N2CCN(Cc3c[nH]c4ccccc34)CC2)cc1	-0.6%	99.6
Cc1ccc(C(=O)N(c2c(C)n(C)n(-c3ccccc3)c2=O)C(C)C)cc1	-1.2%	3.7
Nc1nnc(SCC(=O)N2CCc3ccccc32)n1-c1ccccc1	5.2%	5.7
O=C(CN(Cc1cccs1)C(=O)CCC(=O)Nc1ccccn1)NCc1ccccc1	2.8%	-5.3
O=C(O)C1=C[C@H](c2ccc3c(c2)OCO3)C[C@H](OCCCCO)O1	-2.0%	.
Cc1ccc(C2CC(=O)c3cnc(N4CCN(c5ccccc5)CC4)nc3C2)cc1 (stereo unspecified)	2.5%	.
Cc1cc2nc3c(c(C(F)(F)F)n2n1)CCCC3	3.2%	-8.3
CC(=O)Nc1ccccc1NC(=O)c1cccc2ccccc12	-6.5%	-3.4
Additional results follow:
SMILES	GlmU inhibition	Mtb RmlCD inh
O=C(NCCCN1CCOCC1)c1cc2c(=O)[nH]c3ccccc3c2s1	.	2.8
COc1ccc(CN(Cc2cc3cccc(C)c3[nH]c2=O)C(=O)N(C)C)cc1	1.2%	14.1
Cc1cc(NC(=O)C23CC4CC(C2)CC(n2cnc([N+](=O)[O-])n2)(C4)C3)no1	0.6%	.
COc1ccc2c(c1)c(CC(=O)Nc1ccc(C(C)=O)cc1)c(C)n2C(=O)c1ccc(Cl)cc1	-0.3%	3.4
O=C(CN1C(=O)CCS(=O)(=O)c2ccccc21)NCc1ccc2c(c1)OCO2	2.0%	12.5
C/C(=N\O)C(=O)NCC1CCNCC1	7.7%	10.1
Cc1ccc(CN(C(=O)Cn2nnc3ccccc32)C(C(=O)NCc2ccco2)c2ccc(C)o2)cc1 (stereo unspecified)	0.1%	.
Cc1ccc(CONC(=O)/N=C/N(C)C)cc1	1.4%	2.4
C=C1C(=O)O[C@@H]2C[C@@H](C)[C@@H]3C4OC4C(=O)[C@@]3(C)[C@@H](O)[C@H]12 (stereo partly specified)	5.0%	4.4
COc1ccccc1C(=O)NN=C1CCN(Cc2ccccc2)CC1	-4.5%	11.3
CCOC(=O)/C(=C/C=C1\Sc2cc(OCC)c(OCC)cc2N1CC)C(C)=O	.	12.0
Nn1c(SCc2csc(-c3ccccc3)n2)nnc1-c1cccs1	1.9%	.
O=C(O/N=C\c1ccc(N2CCCCC2)c([N+](=O)[O-])c1)c1cccc(Cl)c1	.	-1.9
OCCOc1cccc(CN2CCC(CO)(CCOc3ccccc3)CC2)c1	0.3%	3.0
Cc1cc(C)n(C(=O)CCC(=O)NCc2ccccc2)n1	5.1%	3.8
Cc1oc(CC(C)C)c(CN2CCCC2)c1C(=O)O	-0.3%	.
Cc1cccc(Oc2ncc(-c3ccc(Cl)cc3)cn2)c1	.	9.3
O=C(CCCn1c(=O)[nH]c2ccccc2c1=O)Nc1ccc(F)cc1	6.4%	13.9
C=CCNc1oc(-c2cccc3ccccc23)nc1C#N	2.5%	11.1
CN1CCN(CCC(=O)Nc2ccc(Br)cc2)CC1	-1.1%	.
CN=C1SC(CC(=O)Nc2ccc(C(C)=O)cc2)C(=O)N1C (stereo unspecified)	0.6%	.
Cc1ccc(CCC(=O)Nc2ccccc2F)s1	2.9%	4.3
COc1ccc(C(=O)Nc2ccc(S(=O)(=O)Nc3nccnc3OC)cc2)cc1	2.2%	.
CCOC(=O)c1cnc(-n2nc(C)cc2C)[nH]c1=O	3.4%	-7.8
Cc1cccc(NC(=O)COC(=O)Cc2cccc(C(F)(F)F)c2)c1C	2.9%	12.5
O=C(CSc1nnc2n(C3CCCCC3)c(=O)c3ccccc3n12)OC1CCCCC1	1.6%	3.6
Cc1ccccc1-c1nnn(Cc2ccc(-c3nn[nH]n3)cc2)n1	5.9%	-2.9
COCCSc1ccccc1C(=O)N1CCC(Cc2ccccc2)CC1	-1.4%	-12.8
O=C(N/N=C/c1ccc[nH]1)c1cccc(Br)c1	6.4%	11.8
OCCCCNCc1cc(Br)ccc1OCc1ccccc1F	-3.3%	.

Reprinted at random: seven entries already listed
SMILES	GlmU inhibition	Mtb RmlCD inh
COc1ccc(C(=O)Nc2ccc(S(=O)(=O)Nc3nccnc3OC)cc2)cc1	2.2%	.
OCCCCNCc1cc(Br)ccc1OCc1ccccc1F	-3.3%	.
Cc1cccc(NC(=O)COC(=O)Cc2cccc(C(F)(F)F)c2)c1C	2.9%	12.5
Cc1ccccc1-c1nnn(Cc2ccc(-c3nn[nH]n3)cc2)n1	5.9%	-2.9
O=C(CSc1nnc2n(C3CCCCC3)c(=O)c3ccccc3n12)OC1CCCCC1	1.6%	3.6
Cc1cccc(Oc2ncc(-c3ccc(Cl)cc3)cn2)c1	.	9.3
CCOC(=O)c1cnc(-n2nc(C)cc2C)[nH]c1=O	3.4%	-7.8

(list continues)
SMILES	GlmU inhibition	Mtb RmlCD inh
COC(=O)[C@H](CCSC)NC(=O)Nc1ccc(C(C)=O)cc1	-0.1%	8.6
CCc1nc(NC2CCCCC2)c(C#N)c2c1COC(C)(C)C2	-7.9%	13.2
CCOC(=O)c1ccc(NC(=S)N(CCCN2CCCCC2)Cc2ccco2)cc1	-0.2%	-12.8
Cc1cccc(N2CCN(C(=O)c3ccc(N4CCCC4=O)cc3)CC2)c1C	.	4.5
CCc1cc2c3c(c1)/C(=C1/SC(N)=NC1=O)C(=O)N3C(C)(C)C=C2C	-0.2%	7.8
COc1cccc(NC(=S)NNC(=O)Cn2nc(C(F)(F)F)cc2C)c1	3.3%	-14.2
CC1=C(C(=O)Nc2ccccn2)C(c2ccc(Cl)cc2Cl)NC(=S)N1 (stereo unspecified)	2.3%	20.2
CSc1nc(SCC(N)=O)c2c3c(sc2n1)CN(C)CC3	1.3%	.
O=C1CSC(c2cccnc2)N1c1ccc(F)cc1 (stereo unspecified)	2.5%	.
O=C(NCc1ccncc1)c1cncc(Br)c1	-5.7%	12.4
O=C(c1ccc(Cl)cc1)c1ccc(CN2C(=O)c3ccccc3C2=O)o1	-1.3%	.
COc1ccc(C)cc1NC(=O)c1nnn(Cc2cccc(C(F)(F)F)c2)c1N	6.4%	6.9
CCOC(=O)c1cc(-c2ccc(C)cc2)nc2nc(SC)[nH]c(=O)c12	1.9%	4.2
O=C(O)COCC(=O)N1CCN(C(c2ccccc2)c2ccccc2)CC1	4.8%	0.2
N/C(=N\c1nc2c(c(=O)[nH]1)CCC2)Nc1cccc(Cl)c1	-5.0%	-13.2
CCOC(=O)C1(Cc2cccc(OC)c2)CCN(C(C)CC(C)(C)O)CC1 (stereo unspecified)	0.9%	7.5
CCOCCCNc1ncnc2c1[nH]c1ccccc12	-7.5%	0.0
COc1ccc(-c2csc(NC(=O)c3cccs3)c2C(=O)O)cc1OC	12.2%	6.8
CC(C)N1CSC(=S)N(Cc2ccccc2)C1	0.9%	.
CCn1c(-c2cccnc2)n[nH]c1=S	-5.3%	9.5
CCC(=O)NCCNc1nc2cc(C)c(C)cc2cc1C#N	1.9%	.
CCC1CCC(c2nnc(-c3ccc([N+](=O)[O-])cc3)o2)CC1 (stereo unspecified)	0.7%	.
Cc1ccccc1Nc1nc(N)nc(CSc2nc3ccccc3c(=O)n2C)n1	3.5%	2.6
CCc1ccccc1NC(=O)Nc1cccc(F)c1	-3.6%	0.9
COc1ccc(S(=O)(=O)O/N=C2\CCCc3ccccc32)cc1	.	-11.8
Cc1cccc2cc(C#N)c(NCCCn3ccnc3)nc12	-2.4%	-4.0
COC(=O)Nc1nn(-c2ccc(Cl)cc2)c(=O)c(C#N)c1C	1.5%	3.3
CCOC(=O)Cn1cnc2c(sc3nc(C)cc(C)c32)c1=O	-0.5%	-6.5
O=C(c1ccc(NS(=O)(=O)c2cccc3cccnc23)cc1)N1CCCCC1	3.0%	-18.6
CC1C/C(=N/N2C(=O)CSC2=S)CC(C)(C)C1 (stereo unspecified)	1.2%	-0.5

Individual results from above:
GlmU inhibition, CCn1c(-c2cccnc2)n[nH]c1=S → -5.3%
Mtb RmlCD inh, COC(=O)Nc1nn(-c2ccc(Cl)cc2)c(=O)c(C#N)c1C → 3.3
GlmU inhibition, COc1ccc(-c2csc(NC(=O)c3cccs3)c2C(=O)O)cc1OC → 12.2%
GlmU inhibition, CC(C)N1CSC(=S)N(Cc2ccccc2)C1 → 0.9%
GlmU inhibition, CCc1ccccc1NC(=O)Nc1cccc(F)c1 → -3.6%

Other structures follow.
SMILES	GlmU inhibition	Mtb RmlCD inh
COc1ccccc1CNS(=O)(=O)c1ccc2c(c1)oc(=O)n2C	0.7%	-10.8
Cc1ccccc1NC(=O)COC(=O)c1ccc(CSc2ccc(Cl)cc2)cc1	3.4%	.
CCCc1cc(C(=O)Nc2cccnc2Cl)no1	4.5%	-3.6
CCCNC(=O)NC(=O)COC(=O)c1ccc(OC)c(S(=O)(=O)N2CCCc3ccccc32)c1	-0.4%	.
